Statin myotox sup: suppression of simvastatin myotoxicity; rescue of ATP level, % at 7.49 µM; C2C12 myotubes + simvastatin, ATP luminescence, 48 h; scaled: DMSO 0, geranylgeraniol control 100; AID 602340; 330,000 compounds, 0.78% hits;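 active = mean ATP rescue above about 67%, or every replicate alone reaching that limit, limit read from the data, passing the limit was not always enough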;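 note: myotubes were challenged with 10 µM simvastatin during compound exposure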
PGC1a acetyl inh: lowers PGC1a acetylation signal in U2OS cells; AlphaScreen anti-acetyl-lysine; with virally co-expressed GCN5 acetyltransferase; inhibition, % at 15.6 µM; 350,000 compounds, 0.17% hits; AID 651687;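 active = every replicate shows inhibition of at least 40%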;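 note: 0% = neutral control wells and 100% = positive control wells; some results beyond the cut were filed as inactive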
LGR2 antag: inhibitors of bursicon-induced Drosophila LGR2 receptor cAMP signaling; HEK293 LGR2, CRE-luciferase, bursicon-stimulated, 4 h; inhibition, % at 9.99 µM; 380,000 compounds, 0.35% hits; AID 720647;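 active = drop in luminescence signal, shown as inhibition above about 50% in the replicate tests, limit read from the data, passing the limit was not always enough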;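 note: agonist challenge used bursicon conditioned medium at about half maximal strength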
S100A4 inh HTS: S100A4-myosin IIA interaction inhibition; S100A4/TAMRA-MyoIIA peptide fluorescence polarization; inhibition, % at 10.7 µM; 360,000 compounds, 0.14% hits; AID 652163;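 active = mean inhibition of at least 70% across replicates, with every replicate also reaching that level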
Target sequence (P26447 whole entry, looked up): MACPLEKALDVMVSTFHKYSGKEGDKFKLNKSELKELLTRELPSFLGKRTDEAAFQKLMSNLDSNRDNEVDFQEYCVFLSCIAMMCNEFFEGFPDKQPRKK
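Material: S100A4 monomer (human). Medium: Calcium-containing HEPES buffer, pH 7.2. Probe or stimulus: labelled myosin peptide probe, 5 nM. Compound dosing: one concentration per compound. Timing: polarization read 5 min after assay mix addition, stable 5–60 min. Benchmarks: DMSO as neutral control, TFP as positive control.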
ERAP1 HTS inh: blocks human ERAP1 aminopeptidase activity; recombinant ERAP1, Leu-AMC fluorescence, 60 min; AID 652197; inhibition, % at 10.7 µM; Q9NZ08; 340,000 compounds, 0.15% hits;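 active = mean replicate inhibition of at least 30%, or all replicates individually reaching that 30% level; inactive = mean below 30% and not every replicate reaching it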;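 note: 0% = neutral control wells and 100% = L-leucinethiol positive control wells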
Cneo AK release: causes C. neoformans cell lysis; lysis activity, % at 15 µM; adenylate kinase release luminescence, 4 h; normalised: neutral wells 0, clomiphene wells 100; AID 651654; 360,000 compounds, 0.2% hits;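 active = mean lysis activity across replicates of at least 80%, whatever share of replicates individually reach that level; inactive = mean lysis activity below 80%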
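Signal: Adenylate kinase release luminescence | Assay system: Log-phase Cryptococcus neoformans yeast cells | Input: Cells at 5 × 10^6 per mL | Buffer or medium: Fresh YPD growth medium | Compound: Single dose | Schedule: Static 4 h at 37 °C with compound, 1 h detection | Controls: Clomiphene | Read-out: Luminescence rise reflecting yeast cell lysis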
XiGFP reactiv: X-chromosome reactivation activator. XiGFP mouse fibroblasts, % GFP-positive cells imaging, 3 d; cells co-treated with 5-aza-dC sensitizer; scaled so ellipticine positive control = 100%. AID 743238. activation, % at 7.58 µM. 360,000 compounds, 0.055% hits;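 active = mean normalized replicate activation at least 10% and every replicate at or above 10%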;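 note: 0% = median of on-plate neutral control wells and 100% = ellipticine 6 µM median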
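assay system = SV40-immortalized XiGFP fibroblast cells, line 68-5-11 | buffer or medium = DMEM plus 5-aza-dC sensitizer | doses = single-point pinned compound dosing | times = 3-day compound exposure, then 15 min fixation at room temperature | benchmarks = positive control ellipticine, 6 µM final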
SIRT5 inh: sirtuin-5 (human) deacylase inhibition; Purified SirT5, succinyl-peptide AMC, trypsin-coupled fluorescence; Q9NXA8; 330,000 compounds, 1.1% hits; inhibition, % at 15 µM; in the data active = inhibition above about 15%
Target sequence (Q9NXA8 whole entry, looked up): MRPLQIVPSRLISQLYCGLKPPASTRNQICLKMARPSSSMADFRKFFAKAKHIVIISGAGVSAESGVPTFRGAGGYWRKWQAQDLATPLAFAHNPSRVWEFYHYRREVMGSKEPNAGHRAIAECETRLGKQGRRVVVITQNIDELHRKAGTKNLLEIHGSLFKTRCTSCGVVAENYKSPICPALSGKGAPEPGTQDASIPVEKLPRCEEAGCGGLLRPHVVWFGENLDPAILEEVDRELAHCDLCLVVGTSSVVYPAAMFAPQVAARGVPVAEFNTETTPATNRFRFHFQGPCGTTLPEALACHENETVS
The depositor's hits bear a star; / = not tested or not shown; & = joins results of further samples. An excerpt. The share of hits here may be higher or lower than overall.

Sequence of screens – Statin myotox sup, PGC1a acetyl inh, LGR2 antag, S100A4 inh HTS, ERAP1 HTS inh, Cneo AK release, XiGFP reactiv, SIRT5 inh
CN(C)S(=O)(=O)c1ccc(N2CCCC2)c(C(=O)NCC2COc3ccccc3O2)c1 (stereo unspecified)
    /, /, 7, -9, 2, /, 0.0, -1
COc1ccc(-c2cc(C(F)(F)F)c(C#N)c(SCC(=O)Nc3nc(C)co3)n2)cc1
    18, -3, -21, 0, -1, -3, /, 3
CC1COc2ccccc2N1S(=O)(=O)c1ccccc1 (stereo unspecified)
    /, -3, 18, 3, -1, /, 0.5, -1
CC(Sc1ccccc1)C(=O)Nc1cccc(N(C)S(C)(=O)=O)c1 (stereo unspecified)
    -1, 1, -25, /, /, -1, /, /
Cn1c(NNC(=O)c2ccc(C(C)(C)C)cc2)cc(=O)n(C)c1=O
    -12, 0, -2, 15, 2, -2, 0.3, -1
CC(=O)N1CC(=O)N2[C@H](CO)[C@H](c3ccc(-c4ccncc4)cc3)[C@@H]2C1
    /, 3, 14, -3, 6, /, 0.0, 0
Cc1noc(C)c1COc1cccc(C(=O)N(C)Cc2cccs2)c1
    8, /, -4, -3, 2, -3, 0.4, -4
Cc1occc1C(=O)NNC(=O)c1ccccc1Br
    /, 16, /, -7, -1, -1, 0.5, 2
COc1ccc(-c2cc(C(=O)NCC(c3ccco3)N(C)C)c3ccccc3n2)cc1OC (stereo unspecified)
    /, /, -3, -2, 8, /, -0.2, -2
COc1cc(OC)c(NC(=O)C2CC(=O)N(c3ccc4c(c3)OCCO4)C2)cc1Cl (stereo unspecified)
    1, -7, 22, 0, 0, 0, -0.2, -2
Cc1cccc(-n2nc3c(c2NC(=O)c2ccc(Br)o2)CSC3)c1
    -5, -3, -5, 0, 2, 0, /, -1
O=[N+]([O-])c1ccc2cn(-c3ccccc3)nc2c1
    -2, 6, /, -4, -2, -2, 0.1, 1
CC(C)NC(=O)N(C)C[C@@H]1Oc2ccc(NC(=O)CCN3CCOCC3)cc2C(=O)N([C@H](C)CO)C[C@H]1C
    -2, -4, 15, 5, 0, -2, -0.1, -3
CC(O)(c1ccc(F)c(F)c1)c1nc(-c2cccc(C(=O)O)c2)cs1 (stereo unspecified)
    6, 8, -26, -3, 3, 1, 0.1, -4
COc1ccccc1CN1CCC(CNS(=O)(=O)c2cc(-c3cc(C)no3)ccc2OC)CC1
    -8, -7, 9, -7, -3, -2, 0.0, -3
Cc1ccsc1C(=O)NCC(c1cccs1)N1CCOCC1 (stereo unspecified)
    3, -2, 0, 0, 2, 0, -0.2, /
CCCN1C[C@H](C)[C@H](OC)CN(C)C(=O)c2cc(NC(=O)C3CCOCC3)ccc2OC[C@@H]1C
    -6, 3, 7, -8, -2, -2, 0.0, 3
COc1ccccc1Nc1c2c(nc3ccccc13)CCC2
    -20, 0, 8, -1, -4, 5, 0.2, 2
O=C(O)c1cc(-c2ccc(Cl)c(Cl)c2)n(-c2ccccc2)n1
    /, /, 3, 10, 5, /, 0.2, -7
COc1cccc(C#Cc2ccc3c(c2)O[C@@H](CN(C)C(=O)CN2CCOCC2)[C@H](C)CN([C@H](C)CO)S3(=O)=O)c1
    32, 1, 6, 5, 0, -2, 0.2, 1

A section of the results above, as a working copy:
Sequence of screens – Statin myotox sup, PGC1a acetyl inh, LGR2 antag, S100A4 inh HTS, ERAP1 HTS inh, Cneo AK release, XiGFP reactiv, SIRT5 inh
CN(C)S(=O)(=O)c1ccc(N2CCCC2)c(C(=O)NCC2COc3ccccc3O2)c1 (stereo unspecified)
    /, /, 7, -9, 2, /, 0.0, -1
COc1ccc(-c2cc(C(F)(F)F)c(C#N)c(SCC(=O)Nc3nc(C)co3)n2)cc1
    18, -3, -21, 0, -1, -3, /, 3
CC1COc2ccccc2N1S(=O)(=O)c1ccccc1 (stereo unspecified)
    /, -3, 18, 3, -1, /, 0.5, -1

More structures
Sequence of screens – Statin myotox sup, PGC1a acetyl inh, LGR2 antag, S100A4 inh HTS, ERAP1 HTS inh, Cneo AK release, XiGFP reactiv, SIRT5 inh
Cc1ccc(C(=O)Nc2sc3c(c2C(=O)O)CCCC3)o1
    /, /, -32, -1, 3, -1, 0.0, 5
CN(CCN1CCOCC1)C(=O)C1CCC(=O)N(Cc2ccc(Cl)cc2)C1 (stereo unspecified)
    -28, 9, -13, 1, 10, -1, -0.1, -2
Cc1ccc(-c2cnc3c(c2)C(=O)N([C@H](C)CO)C[C@@H](C)[C@@H](CN(C)C(=O)c2ccncc2)O3)cc1
    -16, -3, 30, -2, 0, -2, 0.0, -6
Cc1cc(C)c(OCCCCCNCCO)c(C)c1
    -1, -10, 15, 19, 1, 0, /, -5
CC(C)(C)S(=O)(=O)c1cnc(-c2ccccn2)nc1N
    /, /, 6, 1, 2, /, 0.0, -4
CCN(C(=O)CSc1nncn1-c1ccccc1)c1c(N)n(Cc2ccccc2)c(=O)[nH]c1=O
    /, -6, -19, 1, 4, 1, -0.1, -5
O=C(CNC(=O)c1ccccc1F)N/N=C/c1cccnc1
    -1, /, 7, -3, -6, -4, 0.0, -2
COC(=O)/C=C(\Oc1ccccc1)C1(O)CCCCC1
    -9, -15, -13, 2, 0, 2, 0.3, -1
COc1cc(C(=O)Nc2ccc(S(=O)(=O)NC(C)C)cc2)cc(OC)c1OC
    2, -11, -6, /, /, 0, /, /
CCN(CC)CC(=O)Nn1c(C)nc2c(ncn2-c2ccccc2)c1=O
    /, -5, -17, 3, 3, /, -0.1, -11
CO[C@H]1CN(C)C(=O)c2ccc(NS(=O)(=O)c3ccc(Cl)cc3)cc2OC[C@H](C)N(C(=O)NC(C)C)C[C@H]1C
    -7, -14, 14, 9, 1, -8, 0.2, 3
CC1=NCCN1S(=O)(=O)c1c(C(C)C)cc(C(C)C)cc1C(C)C
    1, -1, 34, 6, 8, -1, 0.0, 27*
C/C=C/c1ccc([C@H]2[C@@H](CNC(=O)c3ccccn3)N(C(C)=O)[C@H]2CO)cc1
    -6, 9, 2, /, /, 1, 0.3, /
O=S(=O)(N[C@H]1CC[C@H](CCn2cc(-c3cccc(F)c3)nn2)O[C@@H]1CO)c1ccccc1
    1, 4, 9, 1, 4, -2, 0.0, 0
C[C@@H]1CN([C@@H](C)CO)S(=O)(=O)c2ccc(C3=CCCC3)cc2O[C@H]1CN(C)C(=O)c1cccnc1
    -5, 9, -1, 1, 5, 3, 0.1, -4
C[C@H](CO)N1C[C@H](C)[C@H](CN(C)S(=O)(=O)c2cccs2)Oc2ncc(Br)cc2C1=O
    -10, 1, -7&4, -4&22, 0, -5, -0.1&-0.2, 0&1
O=[N+]([O-])c1nn(-c2ccccc2)[n+]([O-])c1N1CCN(c2ccccc2F)CC1
    /, /, 20, 4, -1, /, 0.1, -5
O=S(=O)(Nc1ccc(-c2ccccc2)cc1)c1ccccc1
    1, /, -7, 0, 1, 1, 0.1, -1
COC(=O)C[C@@H]1C[C@@H]2c3cc(NC(=O)Nc4ccc(C(F)(F)F)cc4)ccc3O[C@@H]2[C@H](CO)O1
    -17, /, -8, 10, 6, 10, 0.1, -1
S=C(NCc1ccco1)Nc1ccc(Oc2ccccc2)cc1
    10, 6, -31, 2, 1, 11, 0.3, -1
CC1CCCN(c2ncnc3c2cnn3-c2ccc(Cl)cc2)C1 (stereo unspecified)
    -26, -3, 97*, -5, 0, -5, 0.3, -3
N#CC1=C(N)c2ccccc2CC12CCCCC2
    8, -8, 9, 1, 6, 3, /, 2
COCCN1C(=O)CCC1(C)C(=O)Nc1c(C)cccc1C (stereo unspecified)
    0, 1, -4, 3, 16, -2, -0.1, -6
CO[C@@H]1CC[C@H]2CCOc3c(C#N)cccc3C(=O)N(C)CCCC(=O)N(C)C[C@H]1O2
    -4, 2, 2, -1, 2, 19, 0.3, 8
CC=Cc1ccc2n(c1=O)C[C@@H]1[C@@H](CO)[C@H](C(=O)NCc3ccccn3)[C@H]2N1C (mixture of isomers)
    -15, /, 2, 2, 1, -4, 0.5, -3
CSc1ccc(S(=O)(=O)N2c3ccccc3CC2C)cc1 (stereo unspecified)
    1, -20, 12, 0, 0, -2, 0.0, 2
CO[C@@H](CCO)[C@@H](O)c1ccc(O)c(F)c1
    /, -3, /, 11, -3, 0, /, -1
O=C(c1cccc(F)c1)N1CCCCN2[C@@H](CO)[C@H](c3ccc(-c4cncnc4)cc3)[C@@H]2C1
    11, 7, -10, 7, -1, -6, 0.0, 1
O=C(COC(=O)c1cc(S(=O)(=O)N2CCOCC2)ccc1Cl)NC1CCCCC1
    -3, 11, /, 1, 2, 3, 0.1, /
Cc1ccc(C)c(NC(=O)C2CCCN(S(=O)(=O)c3c(C)noc3/C=C/N(C)C)C2)c1 (stereo unspecified)
    32, -2, 5, 122*, 7, -2, 0.1, -6
COc1ccc(-n2ccc(=O)c(C(=O)O)n2)c(OC)c1
    9, 5, 5, 19, 1, -1, 0.1, 2
O=C(NCC(c1ccco1)N1CCOCC1)c1ccc(F)cc1 (stereo unspecified)
    12, -8, 6, 17, 2, 0, -0.1, -5
Cc1noc(C)c1NC(=O)N(C)C[C@@H]1Oc2ncc(C3=CCCCC3)cc2C(=O)N([C@@H](C)CO)C[C@@H]1C
    -12, 4, -3, /, /, /, 0.6, /
O=C(NCCCN1CCCCCC1)C1CCCN(S(=O)(=O)c2cccc3nsnc23)C1 (stereo unspecified)
    /, /, 12, -2, -1, /, 0.0, -3
COC(=O)C1CCC(=O)N1C(c1ccc(OC)cc1)c1cc(OC)c(OC)c(OC)c1 (stereo unspecified)
    /, -1, 4, 67, -1, /, 0.2, -2
O=C(c1ccc(F)cc1)N1CC(=O)N2[C@H](C1)[C@@H](c1ccc(C#CC3CC3)cc1)[C@@H]2CO
    /, 19, 31, 2, 1, /, 0.1, 1
COC(=O)C[C@H]1CC[C@H]2[C@H](COc3ccc(NC(=O)C4CC4)cc3C(=O)N2C)O1
    -16, -3, 1, -8, -1, 2, 0.1, -5
CC1CN(C(=O)C(C)N2CCN(c3cccc(Cl)c3)CC2)CC(C)O1 (stereo unspecified)
    /, 12, -9, 13, -4, /, 0.2, 4
CC(C)CCOP(=O)(c1ccc(N(C)C)cc1)C(O)c1ccc(N(C)C)cc1 (stereo unspecified)
    4, -3, -1, -1, 5, -2, 0.0, 2
COc1ccc(NC(=O)N(C)C[C@@H]2OCCCC[C@H](C)Oc3ccc(NS(=O)(=O)c4ccc(OC)cc4)cc3C(=O)N([C@H](C)CO)C[C@H]2C)cc1
    /, 3, 7, -2, 0, /, -0.1, /
CCOC(=O)N1CCN(C(=O)c2oc3ccc(S(=O)(=O)N(CC)CC)cc3c2C)CC1
    5, -5, 1, -12, 1, 0, 0.0, -2
O=C(N[C@@H]1CC[C@@H](CC(=O)N2CCN(c3ccccc3)CC2)O[C@@H]1CO)c1ccncc1
    -5, 1, 6, 12, -3, -2, -0.1, 2
COc1cccc(CNS(=O)(=O)c2cc3c(cc2Cl)NC(=O)CO3)c1
    -4, -1, 6, 12, 6, 3, 0.2, -1
C#Cc1ccc([C@H]2C=C(C(=O)Nc3ccccc3)O[C@@H](OCCCCO)C2)cc1
    /, -6, /, -5, 3, -10, /, 1
Cc1cc(Cl)ccc1OCCCC(=O)NN
    5, 1, -2, -1, -2, 1, 0.0, -3
O=C(CC1CC1)N1[C@H](CO)[C@H](c2ccccc2)C12CN(Cc1cc(F)ccc1F)C2
    /, -10, 0, 28, -15, /, 0.0, 1

High-throughput results (PubChem)
